# Compound activity deposited in PubChem by several laboratories.
# AddAB inh: less growth of phage-infected E. coli with AddAB; E. coli expressing H. pylori AddAB, absorbance growth; inhibition, % at 11.9 µM; hit rate 0.29% among 330,000; in the data active = inhibition above about 12%;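 note: 0% = vehicle wells of infected cells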
# Tat export inh: blocks Tat-dependent protein export in E. coli | E. coli MC4100 TorA-mCherry Tat export, fluorescence | inhibition, % at 10 µM | hit rate 0.036% among 340,000;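 active = mean replicate inhibition at least 50% and at least half of replicates individually reaching 50%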;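 note: exported cargo escapes ClpAP degradation while cytoplasmic cargo is degraded and loses fluorescence; 0% = median of neutral control wells and 100% = median of NaSCN control wells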
# MOR-DOR inv ag: inverse agonist of human OPRM1-OPRD1 heterodimerization; cell-based MOR-DOR heterodimer luminescence, inverse agonism; hit rate 0.21% among 340,000; inhibition, % at 9.3 µM; in the data active = inhibition above about 22%, passing the limit was not always enough;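 note: 0% = cells with DMSO and 100% = wells without cells with DMSO; values of inactives mirror those of a sister screen read the other way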
# Mot1-301 SUMO: blocks SUMOylation pathway, rescuing yeast Mot1-301 growth; hit rate 1% among 320,000; S. cerevisiae Mot1-301 growth rescue, ATP luminescence, 38.5C; percent above DMSO median, 100 means doubled; AID 2716; growth rescue, % at 18.8 µM;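 active = every valid replicate shows activation above 250% relative to neutral control wells; inactive = the rest, any valid replicate at or below 250%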;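 note: OY570 slx delta 5 strain wells were the positive control but not used for scaling; some compounds called inactive have numbers as strong as hits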
# Ecoli viability: counter-screen for AddAB inhibitors: E. coli growth inhibition; E. coli V3065 growth, OD600 absorbance, 18 h; hit rate 0.27% among 330,000; inhibition, % at 11.9 µM;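 active = inhibition above the campaign's mean inhibition across all tested compounds plus 3 SD, cut at about 9.9% in these data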;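 note: uninfected addAB+ strain grown without phage in ampicillin broth; 0% = DMSO wells and 100% = ciprofloxacin 0.95 µg/ml wells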
# phage Ecoli inh: E. coli growth loss with phage present; growth absorbance; inhibition, % at 11.9 µM; hit rate 0.26% among 360,000; AID 651602; in the data active = inhibition above about 11%
# PfHsp90 set2: inhibits growth of yeast expressing Plasmodium falciparum Hsp90 | AID 504621 | S. cerevisiae expressing PfHsp90, BacTiter-Glo ATP, 48 h; yeast lacking PDR1 and PDR3 efflux regulators | hit rate 0.32% among 310,000 | inhibition, % at 9.4 µM;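 active = every replicate shows inhibition above about 80%, whatever the replicate mean, limit read from the data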;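 note: 0% = DMSO neutral controls and 100% = 20 µM radicicol positive controls; yeast relying on Plasmodium falciparum Hsp90 in place of its own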
# PKA-R2B activ: activators of human PKA-R2B complex; AID 504700; activation, % at 11.4 µM; hit rate 0.079% among 340,000; PKA-R2B holoenzyme dissociation, Cy5-IP20 fluorescence polarization; R2B truncated from residue 108, S112A mutant; 0% DMSO only, 100% 113 µM cGMP;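 active = activation above a cutoff set at the mean over all compounds plus 3 SD, cut at about 18% in these data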;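 note: higher means more holoenzyme dissociation and a rise in polarization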
# Target sequence (P31323 whole entry, looked up, other chains not shown, the tested form may be a part): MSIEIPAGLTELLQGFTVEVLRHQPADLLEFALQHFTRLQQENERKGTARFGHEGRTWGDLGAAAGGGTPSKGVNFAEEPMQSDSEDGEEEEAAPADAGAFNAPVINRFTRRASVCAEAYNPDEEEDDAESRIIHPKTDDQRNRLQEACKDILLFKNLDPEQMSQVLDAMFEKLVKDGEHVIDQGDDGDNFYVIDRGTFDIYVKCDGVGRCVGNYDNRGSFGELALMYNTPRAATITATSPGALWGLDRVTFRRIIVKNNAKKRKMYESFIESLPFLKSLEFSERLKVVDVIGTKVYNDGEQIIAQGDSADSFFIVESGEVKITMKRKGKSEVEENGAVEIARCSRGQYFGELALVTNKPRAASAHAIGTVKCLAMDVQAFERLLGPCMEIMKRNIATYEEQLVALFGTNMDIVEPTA
# PKA-R1A act: activators of PKA-R1A complex; activation, % at 11.4 µM; P00514+P68181; PKA-R1A dissociation, Cy5-IP20 fluorescence polarization; scaled: DMSO 0%, 113 µM cGMP 100%; hit rate 0.083% among 340,000; AID 504707;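 active = percent activation above the mean of all tested compounds plus 3 SD, cut at about 19% in these data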;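 note: higher means more PKAc released from R1A so a rise in polarization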
# HTR5A inv ctr: counter-screen for OPRM1-OPRD1 inverse agonists: human HTR5A inverse agonism | inhibition, % at 9.3 µM | HTR5A cell line, luminescence | hit rate 0.083% among 340,000 | P47898; in the data active = inhibition mostly above about 23%, no sharp cut-off; inactive = mostly below about 18%;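 note: 0% = cells with DMSO and 100% = no-cell wells with DMSO; some compounds called inactive have numbers as strong as hits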
# Target sequence (P47898 whole entry, looked up): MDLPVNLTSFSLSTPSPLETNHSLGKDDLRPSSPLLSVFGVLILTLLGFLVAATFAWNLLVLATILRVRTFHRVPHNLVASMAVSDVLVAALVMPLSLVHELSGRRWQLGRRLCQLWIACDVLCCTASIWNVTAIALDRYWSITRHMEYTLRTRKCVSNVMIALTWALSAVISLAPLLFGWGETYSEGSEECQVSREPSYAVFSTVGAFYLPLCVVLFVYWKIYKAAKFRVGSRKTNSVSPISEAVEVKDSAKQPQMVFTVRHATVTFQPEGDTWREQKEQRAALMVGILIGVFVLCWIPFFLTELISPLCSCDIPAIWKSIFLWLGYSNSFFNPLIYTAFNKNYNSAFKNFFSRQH
# MOR-DOR ag: OPRM1-OPRD1 heterodimerization agonism; P35372+P41143; cells, luminescence; activation, % at 9.3 µM; hit rate 0.3% among 340,000; in the data active = activation above about 18%;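 note: 0% = vehicle-treated cells and 100% = reference agonist; values of inactives mirror those of a sister screen read the other way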
# An asterisk follows results filed as active; nt = not tested or not shown.
no.	SMILES	AddAB inh	PfHsp90 set2	HTR5A inv ctr	Tat export inh	MOR-DOR inv ag	PKA-R1A act	phage Ecoli inh	PKA-R2B activ	Mot1-301 SUMO	Ecoli viability	MOR-DOR ag
1	CCn1c(CCNC(=O)c2cccs2)nnc1SCC(=O)c1ccc(OC)cc1	1.5	-0.2	-3.5	-3.8	11.3	0.3	-0.1	-2.1	184.6	0.2	-2.2
2	COc1ccc(CCNC(=O)c2ccc(OCC(=O)N3CCOCC3)c(OC)c2)cc1	1.4	15.0	11.0	-2.3	4.4	-6.4	4.6	-12.6	11.1	1.9	-0.7
3	CCc1nn2cc(C(=O)c3cc(C)ccc3O)cnc2c1-c1ccc(F)cc1	0.8	13.6	-3.5	6.7	0.0	-2.5	3.5	6.5	-0.8	-0.9	0.0
4	NC(=O)CCN(C1CCCCC1)S(=O)(=O)c1cccc2nsnc12	3.6	37.4	-8.6	-3.0	4.7	-2.4	2.2	-3.0	-4.6	1.1	-0.6
5	C[C@H](CO)N1C[C@H](C)[C@H](CN(C)CC2CCCCC2)Oc2ccc(NS(=O)(=O)c3ccc(F)cc3)cc2CC1=O	-1.2	14.8	-7.2	7.7	-32.1	3.1	-0.3	5.6	24.8	-0.8	5.7
6	O=C(COC(=O)CNC(=O)c1ccc(Cl)cc1Cl)NC1CCCCC1	nt	4.5	-12.5	-8.2	2.9	17.3	-2.1	6.5	-12.8	nt	-0.6
7	O=C(CSc1nnc2ccccn12)NNC(=O)c1ccccc1F	0.5	-0.6	-22.6	2.3	8.7	-7.8	2.6	6.8	-3.5	-2.3	-1.8
8	CCCCOc1ccc(-c2cnc3ccccc3n2)cc1	1.9	22.0	-2.4	-14.9	-17.5	-4.8	2.5	8.5	-21.0	-0.1	2.6
9	CCCCn1c(N)c(N(CC(C)C)C(=O)c2ccc(S(=O)(=O)N3CCC(C)CC3)cc2)c(=O)[nH]c1=O	-2.0	12.8	-0.1	0.7	7.5	-14.8	7.4	-3.2	2.4	0.0	-1.5
10	COc1ccccc1NC(=O)c1cccc(N2C(=O)C3C4C=CC(C4)C3C2=O)c1 (stereo not drawn)	1.5	-0.7	-12.6	-0.2	6.2	-4.0	0.2	1.1	-2.8	-1.0	-1.1
11	CC12CC(NC(=O)N1c1cccc(C(=O)N3CCN(c4ccccc4)CC3)c1)c1ccccc1O2 (stereo not drawn)	-0.2	0.6	-35.9	-2.3	7.2	-6.5	0.3	-5.2	-9.8	-1.9	-1.2
12	O=C(c1ccc(Cl)c([N+](=O)[O-])c1)N1CCN(S(=O)(=O)c2ccc(Cl)cc2)CC1	2.7	11.4	-12.7	2.3	-21.9	3.0	1.4	6.1	-2.0	-1.1	5.3
13	CC(C)c1cc(NCc2ccccn2)n2c(nc3ccccc32)c1C#N	0.6	-0.1	2.2	-2.6	5.5	-1.6	0.3	-10.4	198.3	-0.2	-1.1
14	CCOCCCNC(=O)NC12CC3CC(CC(C3)C1)C2	1.6	8.1	-14.3	-4.9	-10.0	-5.8	3.3	-2.2	4.9	0.9	1.8
15	CN(C)c1ccnc2sc(C(=O)c3ccccc3)c(N)c12	-0.7	16.7	17.0	-2.2	22.7	-3.6	3.6	-6.6	62.2	1.1	-4.9
16	Cc1nnc(NC(=O)c2ccc(F)c(S(=O)(=O)N3CCOCC3)c2)s1	0.4	14.6	3.5	-20.4	8.4	11.3	2.6	0.4	-10.8	0.3	-1.7
17	c1ccc2nc(-c3ccc(N4CCOCC4)cc3)ccc2c1	40.0*	4.0	-0.6	-1.1	1.9	5.1	3.8	-14.9	-34.2	43.3*	-0.4
18	CCSC1=C(C#N)C2(CCCCC2)C(C#N)=C(N)N1	1.8	0.8	12.9	2.5	-3.2	7.4	-1.4	-2.8	28.8	1.3	0.7
19	Cn1nc([N+](=O)[O-])c2c(-c3nc4ccccc4s3)c(N)n(C3CCCCC3)c2c1=O	0.9	nt	-6.5	6.7	9.7	1.5	0.7	-0.2	5.6	0.0	-1.9
20	CC(C)=C1C2CCC1C1C(=O)N(c3ccc4c(c3)OCO4)C(=O)C21 (stereo not drawn)	0.6	-2.9	11.2	-5.0	-1.1	-11.4	3.3	-10.9	-9.3	-2.4	0.2
21	COC(=O)CNC(=O)c1ccc(C)s1	-0.6	-4.0	-24.1	-3.7	5.0	2.0	3.7	-11.8	-20.3	-3.1	-0.9
22	CC(C)c1ccc(NC(=O)CN2C(=O)COc3ccc(S(=O)(=O)N4CCOCC4)cc32)cc1	3.5	2.0	-25.9	7.0	6.1	-22.8	-0.3	-8.8	-3.1	-0.2	-1.2
23	O=C(COC(=O)c1cc(S(=O)(=O)N2CCOCC2)ccc1F)NC1CC1	1.7	-6.4	6.2	12.2	8.6	-7.0	1.8	-4.4	13.8	-1.0	-2.2
24	CC(C)CNC(=S)NNC(=O)CC(C)O (stereo not drawn)	0.4	-21.1	7.4	-1.8	15.7	13.8	2.5	-6.3	-2.5	-2.8	-2.8
25	CN1CCN(C(=O)CCC(=O)c2ccc(F)cc2)CC1	5.8	-1.3	8.9	7.4	6.1	0.4	0.6	-4.7	8.2	0.7	-1.3
26	COc1cc(C(=O)N2CCN(C(=O)C(Cc3cc(C)ccc3C)NC(C)=O)CC2)cc(OC)c1OC (stereo not drawn)	-0.2	9.5	-9.6	0.0	7.2	4.4	2.0	-5.3	-5.5	-2.7	-1.3
27	Cc1ccc([N+](=O)[O-])cc1-c1ccc(/C=N/NC(=O)CN2CCOCC2)o1	-1.8	-21.4	5.5	3.0	-8.9	0.7	1.8	1.3	-1.7	-1.3	1.8
28	COc1cc(OC)cc(C(=O)N2CCN(C3CCC(C)CC3)CC2)c1 (stereo not drawn)	nt	3.4	2.0	1.8	8.5	0.9	4.4	-5.4	nt	nt	-1.5
29	CCc1cc(Cn2nc(-c3ccccc3)cc2C(=O)NCc2ccc(C)cc2)on1	-2.1	1.3	0.1	1.9	1.1	-2.7	4.5	-2.0	5.9	-0.2	-0.2
30	CC(=O)c1sc(NC(=O)c2ccc(F)cc2)nc1-c1ccccc1	3.6	-9.5	15.0	-0.8	9.5	3.8	4.7	-1.7	5.7	2.4	-1.9
31	CC(=NNc1nc2ccccc2o1)c1ncccn1	nt	125.6*	-20.5	-16.8	9.7	7.7	30.3*	-4.8	nt	nt	-1.9
32	CCCc1cc(=O)oc2cc(OCC(=O)NCCCn3ccnc3)c(Cl)cc12	3.0	2.3	-14.9	10.4	15.7	6.5	2.5	-5.0	6.9	-0.4	-2.9

# Exported with each value named: entries from further up.
27) Cc1ccc([N+](=O)[O-])cc1-c1ccc(/C=N/NC(=O)CN2CCOCC2)o1
  AddAB inh: -1.8	PfHsp90 set2: -21.4	HTR5A inv ctr: 5.5	Tat export inh: 3.0	MOR-DOR inv ag: -8.9	PKA-R1A act: 0.7	phage Ecoli inh: 1.8	PKA-R2B activ: 1.3	Mot1-301 SUMO: -1.7	Ecoli viability: -1.3	MOR-DOR ag: 1.8
28) COc1cc(OC)cc(C(=O)N2CCN(C3CCC(C)CC3)CC2)c1 (stereo not drawn)
  AddAB inh: nt	PfHsp90 set2: 3.4	HTR5A inv ctr: 2.0	Tat export inh: 1.8	MOR-DOR inv ag: 8.5	PKA-R1A act: 0.9	phage Ecoli inh: 4.4	PKA-R2B activ: -5.4	Mot1-301 SUMO: nt	Ecoli viability: nt	MOR-DOR ag: -1.5

# In the list so far, 3 contain two or more sulfur atoms.
no.	SMILES	AddAB inh	PfHsp90 set2	HTR5A inv ctr	Tat export inh	MOR-DOR inv ag	PKA-R1A act	phage Ecoli inh	PKA-R2B activ	Mot1-301 SUMO	Ecoli viability	MOR-DOR ag
1	CCn1c(CCNC(=O)c2cccs2)nnc1SCC(=O)c1ccc(OC)cc1	1.5	-0.2	-3.5	-3.8	11.3	0.3	-0.1	-2.1	184.6	0.2	-2.2
4	NC(=O)CCN(C1CCCCC1)S(=O)(=O)c1cccc2nsnc12	3.6	37.4	-8.6	-3.0	4.7	-2.4	2.2	-3.0	-4.6	1.1	-0.6
16	Cc1nnc(NC(=O)c2ccc(F)c(S(=O)(=O)N3CCOCC3)c2)s1	0.4	14.6	3.5	-20.4	8.4	11.3	2.6	0.4	-10.8	0.3	-1.7

# (cont.)
no.	SMILES	AddAB inh	PfHsp90 set2	HTR5A inv ctr	Tat export inh	MOR-DOR inv ag	PKA-R1A act	phage Ecoli inh	PKA-R2B activ	Mot1-301 SUMO	Ecoli viability	MOR-DOR ag
33	CC(C)n1nc(C(=O)Nc2nc3ccc(S(C)(=O)=O)cc3s2)c2ccccc2c1=O	1.3	11.1	-25.4	-5.9	11.1	-7.7	1.2	-4.5	111.0	-0.1	-2.0
34	CCCCC(=O)Nc1ccc(N2CCN(C(=O)CC)CC2)cc1	1.2	nt	8.7	2.1	5.7	-4.2	2.3	-7.5	-4.0	2.0	-1.1
35	O=C(NCc1ccco1)/C(=C\c1ccco1)NC(=O)c1ccco1	1.6	-1.2	12.8	-0.8	3.5	4.7	3.4	4.3	nt	0.1	-0.7
36	O=C(Nc1ccccc1N1CCN(C(=O)c2ccc(Cl)cc2)CC1)c1ccc([N+](=O)[O-])o1	2.3	-8.5	0.2	6.8	-31.1	7.8	nt	4.8	-4.9	1.9	5.6
37	CSc1ncc(C(C)=O)c(C)n1	0.1	17.0	15.3	7.6	9.2	0.0	4.9	-3.7	-5.5	-2.0	-1.8
38	Cc1cc(C)c2nc(SC3CCOC3=O)cc(C)c2c1 (stereo not drawn)	0.0	-6.0	-10.4	0.3	3.1	9.1	1.7	8.7	-19.0	0.6	-0.6
39	COc1ccc(/C=C/C(=O)Nc2nc(C)cc(C)n2)cc1OC	1.5	-43.5	8.2	-3.8	6.5	7.0	-0.8	0.0	-2.2	1.4	-1.1
40	CC(C)CC1NC(=O)N(CC(=O)NC2CCCCC2)C1=O (stereo not drawn)	nt	nt	18.0	-4.5	14.2	-0.7	4.6	-4.5	nt	nt	-2.2
41	COc1ccccc1C(=O)C1CCCN(C(=O)c2ccc3c(c2)OCCO3)C1 (stereo not drawn)	-1.0	5.8	0.1	13.4	-7.7	-5.8	1.4	-10.1	0.0	0.6	1.6
42	Cc1ccc(-c2cc(C(=O)Nc3c(C)n(C)n(-c4ccccc4)c3=O)[nH]n2)c(O)c1C	-1.0	-25.3	11.5	6.0	18.2	-7.7	-0.1	-0.7	-20.6	0.0	-3.5
43	CC(OC(=O)c1cnccn1)C(=O)c1ccccc1 (stereo not drawn)	1.4	7.2	-2.5	-2.6	2.7	-1.3	-0.7	4.6	433.4*	-1.3	-0.4
44	Cc1ccc(N2CCN(c3cc(C)nc4nc(C)nn34)CC2)c(C)c1	0.9	14.6	10.4	-10.6	7.2	-22.2	3.0	-0.5	-11.1	0.7	-1.4
45	CC(C)n1c(O)c(N=NC(=O)CNC(=O)Cc2ccc(Cl)cc2)c2ccccc21	1.5	8.6	-8.2	5.4	12.9	-9.7	0.0	2.0	-3.9	-0.5	-2.4
46	COc1ccc(S(=O)(=O)N2Cc3ccccc3CC2C(=O)Nc2nccs2)cc1OC (stereo not drawn)	2.9	9.9	-10.2	-6.7	13.7	-3.7	1.9	-2.0	-17.8	-0.6	-3.2
